From PubChem BioAssay
SUMO1 PPI mod: SUMO1-SIM interaction modulation; SUMO1 binding to a labelled peptide, TR-FRET, 1 h; inhibition, % at 20 µM; actives 0.33% (n = 360,000); P63165; in the data active = inhibition above about 37%
Target sequence (P63165 whole entry, looked up): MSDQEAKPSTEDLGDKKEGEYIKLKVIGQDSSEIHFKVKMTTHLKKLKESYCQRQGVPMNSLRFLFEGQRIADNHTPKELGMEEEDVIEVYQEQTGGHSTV
Scp1 inh: inhibitors of human Scp-1 phosphatase | AID 493091 | inhibition, % at 20 µM | Q9GZU7 | Recombinant Scp1, phosphopeptide, malachite green phosphate absorbance | actives 0.88% (n = 340,000);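 active = inhibition above about 50% at 20 µM, limit read from the data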;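 note: plate controls were DMSO wells with enzyme for no effect and wells lacking enzyme for full effect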
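Material – SCP-1 phosphatase catalytic domain, residues 76-261 · Buffer or medium – Acidic Tris acetate buffer with magnesium and detergent · Also added – Phospho 17-mer peptide substrate · Compound – single 20 µM dose, 1% DMSO · Times – 45 min room-temperature reaction, 5 min colour, 30 min stabiliser · Technique – Phosphate-binding colour reagent, absorbance read at 630 nm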
TbMetRS inhib: Trypanosoma brucei MetRS inhibition; purified T. brucei MetRS, ATP depletion, Kinase-Glo luminescence; inhibition, % at 11.9 µM; actives 0.4% (n = 360,000);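 active = inhibition above a per-plate cutoff of the control wells' mean inhibition plus 3 SD, cut at about 5.5% in these data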;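 note: 0% = DMSO wells median and 100% = median of wells with control inhibitor compound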
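Material – parasite MetRS enzyme · Medium – HEPES-MgCl2-KCl buffer plus DTT, spermine, BSA, pyrophosphatase · Reagent – ATP, methionine and E. coli bulk tRNA substrates · Times – 15 min enzyme-compound preincubation, 2 h reaction, 10 min detection, 25 °C · Measured by – luminescence of leftover ATP · Evaluation – percent inhibition relative to median high and low control wells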
STEP inh: inhibitors of human striatal-enriched phosphatase STEP; P54829; recombinant STEP, OMFP fluorogenic substrate, fluorescence; inhibition, % at 20 µM; actives 0.25% (n = 360,000);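 active = inhibition at 20 µM, scaled per plate between control wells, above about 37%, limit read from the data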;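 note: 0% = DMSO with enzyme and substrate and 100% = substrate only without enzyme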
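Test system: STEP tyrosine phosphatase / Reagent: OMFP at 25 µM / Doses: 20 µM, 1% DMSO / Read-out: percent inhibition scaled to no-enzyme and uninhibited-enzyme controls, plate-pattern corrected / Detection: FITC-channel fluorescence of OMFP product / Medium: Bis-Tris buffer pH 6.0, 2.5 mM DTT, 0.005% Tween 20 / Schedule: 20 min at room temperature, dark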
CSN deneddyl inh: inhibitors of human CSN-mediated cullin deneddylation. Q92905. Purified CSN, SCF-Nedd8-OG deneddylation, fluorescence polarization. inhibition, % at 12.5 µM. actives 0.38% (n = 360,000). AID 651999;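 active = pattern-corrected inhibition above about 35%, with an unprinted fluorescence ratio check between 0.5 and 1.5, limit read from the data, passing the limit was not always enough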;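 note: 0% = enzyme with substrate and 100% = substrate without enzyme; some results filed as inactive read as strong as hits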
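Test system: purified human Csn5 enzyme expressed in HEK293T cells. Amount: 0.24 nM enzyme. Reagent: SCFSkp2-Nedd8OG substrate at 10 nM final. Schedule: 90 min incubation of compound, enzyme and substrate at room temperature. Detection: fluorescence polarization. Read-out: % inhibition of substrate cleavage by Csn5.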
DNMT1 inh: inhibitors of human DNMT1 | P26358 | DNMT1 molecular beacon, Hinp1I cleavage, fluorescence | inhibition (reported as % activation of signal), % at 10 µM | actives 0.83% (n = 360,000) | AID 588458; in the data active = inhibition above about 50%
LMPTP inh: LMPTP (human) inhibition. recombinant LMPTP-A, OMFP fluorogenic substrate, fluorescence intensity. inhibition, % at 20 µM. actives 0.22% (n = 360,000);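 active = compounds that cut the enzyme signal by at least half of the control window in the single-dose screen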;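 note: plate controls were DMSO wells with enzyme plus substrate for no effect and substrate without enzyme for full effect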
Target sequence (P24666 whole entry, looked up): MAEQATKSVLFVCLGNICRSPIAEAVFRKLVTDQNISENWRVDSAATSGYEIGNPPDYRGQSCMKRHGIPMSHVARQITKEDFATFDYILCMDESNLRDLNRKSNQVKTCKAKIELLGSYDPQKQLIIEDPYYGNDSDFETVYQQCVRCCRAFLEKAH
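Material: LMPTP-A; amount: 0.625 nM enzyme; doses: single 20 µM dose; times: reaction 50 min, room temperature, dark; technique: fluorescence intensity of OMFP turnover product; benchmarks: no-enzyme and uninhibited controls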
NadD inh: NadD (S. aureus) enzyme inhibition | purified NadD enzyme, colorimetric absorbance read-out | inhibition, % at 20 µM | actives 0.78% (n = 360,000); in the data active = inhibition above about 26%; note: some compounds past the cut are filed as inactive
Rpn11 inh: Rpn11 (human) deubiquitinase inhibition | O00487 | human 26S proteasome, Ub4-pepOG fluorescence polarization; 20S core pre-blocked with epoxomicin | calls only at 20 µM | actives 0.59% (n = 360,000) | AID 588493;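 active = inhibition at 20 µM, scaled to each plate's controls, above about 33%, limit read from the data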
PABP1 MLLE inh: blocks PAM2 peptide binding to the PABP1 MLLE domain. P11940. GST-MLLE / FITC-PAM2 fluorescence polarization. inhibition, % at 20 µM. actives 0.36% (n = 360,000). AID 588489; in the data active = inhibition above about 35%, passing the limit was not always enough;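 note: plate controls were DMSO wells with GST-MLLE for no effect and wells lacking GST-MLLE protein for full effect; some results filed as inactive read as strong as hits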
Target sequence (P11940 whole entry, looked up, the tested form may be a part): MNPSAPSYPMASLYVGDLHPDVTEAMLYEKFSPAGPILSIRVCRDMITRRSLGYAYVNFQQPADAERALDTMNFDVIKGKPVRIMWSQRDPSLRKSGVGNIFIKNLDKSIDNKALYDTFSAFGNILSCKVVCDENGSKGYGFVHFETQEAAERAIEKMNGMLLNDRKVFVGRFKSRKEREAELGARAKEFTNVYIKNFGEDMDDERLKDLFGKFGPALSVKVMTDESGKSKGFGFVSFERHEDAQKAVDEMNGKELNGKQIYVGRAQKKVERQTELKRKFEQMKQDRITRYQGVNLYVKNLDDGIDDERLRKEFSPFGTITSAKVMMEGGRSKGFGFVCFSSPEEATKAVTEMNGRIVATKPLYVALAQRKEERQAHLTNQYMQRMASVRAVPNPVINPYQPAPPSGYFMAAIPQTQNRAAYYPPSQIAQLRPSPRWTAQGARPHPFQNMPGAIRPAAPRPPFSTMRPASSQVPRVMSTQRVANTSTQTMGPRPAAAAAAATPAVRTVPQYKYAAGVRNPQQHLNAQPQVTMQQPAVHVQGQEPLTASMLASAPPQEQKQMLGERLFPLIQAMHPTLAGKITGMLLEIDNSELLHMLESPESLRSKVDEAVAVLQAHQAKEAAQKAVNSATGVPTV
Starred values were filed as active, the others as inactive; i = inactive; . = not tested or not shown. An unsorted share of the library. Share with any hit: about 3.6%.

The line under a structure holds: SUMO1 PPI mod	Scp1 inh	TbMetRS inhib	STEP inh	CSN deneddyl inh	DNMT1 inh	LMPTP inh	NadD inh	Rpn11 inh	PABP1 MLLE inh
1	CC(C)[C@H](NC(=O)OCc1ccccc1)C(=O)OCC(=O)N1CCN(c2ccccc2)CC1
    1	-3	-0.6	-1	4	2	-0.9	-4	i	-39
2	N#Cc1ccccc1OCC(=O)NCC1(N2CCCCC2)CCCCC1
    0	-7	-0.6	2	5	17	-0.1	-7	i	-6
3	COc1ccc(N2C(=O)CCC(C(=O)NCc3ccccn3)C2c2ccc(OC)c(OC)c2)cc1 (centres undefined)
    -3	2	-0.7	-3	2	-2	-1.4	-4	i	3
4	Cc1ccc(CSCC(=O)Nc2ccccc2)cc1
    7	-3	-0.6	0	0	-3	-1.8	-2	i	12
5	Cc1ccc(NC(=O)Cc2ccc([N+](=O)[O-])cc2)c(Br)c1
    -5	3	-0.2	-2	-2	9	1.0	1	i	2
6	NNC(=O)c1cccc(COc2ccccc2Br)c1
    -3	-5	0.2	0	-2	-1	0.6	6	i	-5
7	CSc1nn(-c2ccc(C(=O)OC(C(=O)NC(N)=O)C(C)C)cc2)c(=S)s1 (centres undefined)
    -2	-11	-0.1	1	-20	-4	1.2	-3	i	-34
8	CC(NC(=O)CN1C(=O)NC2(CCCCC2C)C1=O)c1ccccc1 (centres undefined)
    -5	-5	-0.1	-2	-2	5	-0.8	1	i	-7
9	COc1ccc(S(=O)(=O)N2CCCCC2c2cc(C(=O)NCc3ccc(F)cc3)no2)cc1 (centres undefined)
    2	.	-0.4	2	-5	6	1.1	-3	i	9
10	CCN1CCN(CCCN(Cc2ccco2)C(=S)Nc2cccc(Cl)c2C)CC1
    -3	1	0.5	9	-15	1	-4.3	-5	i	-25
11	Cc1c(C)c2c(OCC(=O)NCc3ccccn3)cc3c(c2oc1=O)CCC(C)(C)O3
    -8	7	0.3	4	0	2	1.0	1	i	3
12	CC(=O)OCCn1c2nc(=O)[nH]c(=O)c-2nc2cc(C)c(C)cc21
    -63	1	-0.4	-201	-76	192*	-20	-3	i	i
13	COc1ccccc1CCC(=O)Nc1ccc2c(c1)CN(CCCn1cccn1)CC2
    -3	-5	0.4	-1	4	-8	1.3	8	i	-2
14	Cc1ccc(OCC(=O)Nc2ccc3c(c2)ncn3C)cc1
    5	-8	-0.1	-2	-1	0	0.6	2	i	14
15	CCN(Cc1ccccc1)C(=O)/C=C/c1ccccc1[N+](=O)[O-]
    -20	-9	-0.4	0	-1	-3	-0.3	-4	i	15

Individual results from the entries so far.
no. 2 | DNMT1 inh = 17
no. 9 | SUMO1 PPI mod = 2
no. 10 | PABP1 MLLE inh = -25
no. 6 | LMPTP inh = 0.6

Remaining list, next part:
The line under a structure holds: SUMO1 PPI mod	Scp1 inh	TbMetRS inhib	STEP inh	CSN deneddyl inh	DNMT1 inh	LMPTP inh	NadD inh	Rpn11 inh	PABP1 MLLE inh
16	Cc1ccc(NC(=O)N2CCN(c3ccccn3)CC2)cc1
    1	-4	-0.4	2	0	3	-1.1	-4	i	10
17	COc1ccc(N(CC(=O)NCc2ccccc2)S(=O)(=O)c2c(C)nn(C)c2C)cc1
    1	-1	-0.4	0	-2	2	-1.9	-2	i	-5
18	Cc1ccc(-c2noc(-c3ccccc3C(=O)NCC3CCCO3)n2)cc1 (centres undefined)
    4	-19	-0.9	-2	1	1	-1.0	-3	i	6
19	CCOc1ccsc1C(=O)OC
    5	-5	-0.2	-3	2	1	-1.1	-6	i	0
20	COc1cc(OC)cc(-c2c(-c3cccs3)c3cc(-c4ccc(C(N)=O)cc4)ccc3n2C)c1
    -17	1	-0.2	-1	-6	54*	-0.5	6	i	-13
21	COc1cc(/C=N/NC(=O)CCC(=O)NC2CCCCC2)ccc1C
    -1	-7	0.3	-1	10	-4	1.0	-1	i	6
22	COc1cccc(/C=N/NC(=O)CNC(=O)C(c2ccccc2)c2ccccc2)c1O
    -7	-4	-1.4	1	0	-1	0.1	1	i	-11
23	COc1ccc(C2CC(c3ccc(F)cc3)n3nc(NS(C)(=O)=O)nc3N2)cc1 (centres undefined)
    3	4	-0.1	2	-1	0	-0.1	0	i	-5
24	CCOC(=O)C1=NN(C(=O)c2ccc(C)cc2)C(O)(c2ccc(Cl)cc2)C1 (centres undefined)
    -5	-6	0.1	4	8	-7	0.9	8	i	-14
25	CCC(=O)N[C@@H]1C=C[C@@H](CC(=O)NCc2ccccc2F)O[C@@H]1CO
    -3	.	-0.5	.	-3	.	-1.3	.	.	.
26	COc1cc(NC(=O)CCS(=O)(=O)c2ccc3c(c2)oc(=O)n3C)cc(OC)c1
    6	-2	0.4	3	-4	0	0.0	-2	i	1
27	CC(C)(C)c1nn(-c2ccccc2)c2[nH]c(=O)c(CNc3ccc4c(c3)OCCO4)cc12
    -3	-7	-0.7	1	6	-9	-0.5	3	i	-8
28	CCOC(=O)N1CCN(S(=O)(=O)N2CCCC(C(=O)NCCc3ccc(OCC)c(OCC)c3)C2)CC1 (centres undefined)
    1	-3	-0.3	0	-4	4	-0.5	-1	i	-7
29	Cn1nc(C(F)(F)F)c(-c2ccc(Br)cc2)c1NC(=O)c1ccco1
    3	-11	3.2	-2	2	-3	1.2	9	i	12
30	COc1ccc(C(=O)/C=C/Nc2ccccn2)cc1
    -20	-1	-1.0	4	-1	2	1.3	-4	i	0

The line under a structure holds: SUMO1 PPI mod	Scp1 inh	TbMetRS inhib	STEP inh	CSN deneddyl inh	DNMT1 inh	LMPTP inh	NadD inh	Rpn11 inh	PABP1 MLLE inh
31	COC(=O)CCCn1nc(NC(=O)COc2ccc(F)cc2)cc1C
    0	-5	-0.5	-1	0	1	-1.0	-9	i	4
32	COc1cc(/C=N/N2C(C)CCCC2C)cc(Br)c1O (centres undefined)
    -5	-7	0.9	1	8	-1	-1.1	-2	i	24
33	CC12CCC3C(CCC4CC(O)CCC43C)C1CC(O)C2 (centres undefined)
    7	-4	-0.2	2	-2	1	-0.8	-1	i	1
34	CCN1C(=O)[C@@H]2[C@@H](c3ccc(-c4ccc(Cl)c(Cl)c4)cc3)N3CCCC[C@@]3(C(=O)OC)[C@@H]2C1=O
    -3	-6	-0.2	4	1	-1	2.9	11	i	5
35	O=C(CSc1nc2ncccc2[nH]1)Nc1ccccc1-c1ccccc1
    -8	-4	0.0	1	4	-3	2.0	-6	i	-16
36	COc1ccc(N(CC(=O)NCc2cccs2)S(=O)(=O)c2c(C)n[nH]c2C)cc1
    3	-5	-0.3	3	-3	3	-1.0	9	i	-4
37	CC(=O)N1CCN=C1SCc1ccc(F)cc1
    3	-4	0.0	7	1	-4	-1.7	9	i	-1
38	COc1ccccc1NC1SC(=O)N(c2ccccc2)C1=O (centres undefined)
    -2	-8	-0.1	2	-2	3	-0.5	0	i	36
39	COc1cccc(-n2cnnc2SCC(=O)NC2CC2)c1
    1	-2	0.0	2	-3	0	-1.8	-4	i	-25
40	COc1ccc(NC(=O)Nc2cccc(F)c2)c(OC)c1
    -3	-7	-0.4	-2	4	4	-0.4	-1	i	-4
41	Cc1ccccc1CCN1CCCC(CN(C)C(=O)c2ccc3ncccc3c2)C1 (centres undefined)
    -2	-6	0.1	0	-1	-2	1.6	-7	i	-27
42	CCN1C(=O)c2ccccc2Sc2ccc(C(=O)NCCCN3CCOCC3)cc21
    3	-3	-0.4	0	-4	-2	-3.5	-8	i	5
43	CCC1CCC2(CC1)NNC(=S)NN2
    -6	-5	0.0	-2	-3	4	-1.0	3	i	16
44	COc1ccc(-n2c(C)c(C)c3c(NCCN(C)C)ncnc32)cc1
    1	-4	-1.6	0	6	2	1.3	-3	i	-6
45	C[C@]12c3[nH]c4ccccc4c3CCN1C(=O)C(CC(=O)NCC13CC4CC(CC(C4)C1)C3)C[C@@H]2C(=O)N1CCCCC1 (some centres undefined)
    6	4	-2.6	2	-2	-13	0.8	-3	i	0

Given with bars between the fields: entries from further up.
cpd | molecule | SUMO1 PPI mod | Scp1 inh | TbMetRS inhib | STEP inh | CSN deneddyl inh | DNMT1 inh | LMPTP inh | NadD inh | Rpn11 inh | PABP1 MLLE inh
23 | COc1ccc(C2CC(c3ccc(F)cc3)n3nc(NS(C)(=O)=O)nc3N2)cc1 (centres undefined) | 3 | 4 | -0.1 | 2 | -1 | 0 | -0.1 | 0 | i | -5
24 | CCOC(=O)C1=NN(C(=O)c2ccc(C)cc2)C(O)(c2ccc(Cl)cc2)C1 (centres undefined) | -5 | -6 | 0.1 | 4 | 8 | -7 | 0.9 | 8 | i | -14
25 | CCC(=O)N[C@@H]1C=C[C@@H](CC(=O)NCc2ccccc2F)O[C@@H]1CO | -3 | . | -0.5 | . | -3 | . | -1.3 | . | . | .

Additional entries follow:
The line under a structure holds: SUMO1 PPI mod	Scp1 inh	TbMetRS inhib	STEP inh	CSN deneddyl inh	DNMT1 inh	LMPTP inh	NadD inh	Rpn11 inh	PABP1 MLLE inh
46	O=C(NN=C(Cc1ccccc1)Cc1ccccc1)c1ccc(F)cc1
    1	-5	-0.3	2	1	-4	-0.4	3	i	-8
47	C=CCOc1c(CNc2ccc(C(=O)O)cc2)cccc1OCC
    0	-9	-0.4	-2	-3	3	-1.8	-8	i	-2
48	CC(=O)Nc1ccc(S(=O)(=O)NC2(C(F)(F)F)C(=O)Nc3c2c(=O)[nH]c(=O)n3Cc2ccccc2)cc1 (centres undefined)
    -1	2	-0.1	1	-9	3	-0.9	3	i	0
49	CC(NS(=O)(=O)c1ccccc1)C(=O)Nc1ccc2c(c1)OCCO2 (centres undefined)
    4	-5	-0.1	4	0	-1	0.5	2	i	-2
